# CR mimetic SO: reduction of superoxide in aged yeast, primary screen, HTS; superoxide response (% of plate mean), % at 10 µM; actives 0.18% (n = 330,000); S. cerevisiae aged cells, superoxide DHE fluorescence; active compounds read low; AID 2690, 2010;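 active means superoxide response under a set limit, about three screen SD below normal, cut at about 65% in these data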;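 further: yeast aged for seven days with compound at 30 °C before DHE staining; 100% = average MFI of all compound-treated wells on the plate with controls excluded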
# AHR act: AHR activators, primary screen, cell-based, luminescence, luciferase reporter, human; Aryl hydrocarbon receptor (Homo sapiens), P35869; AHR-responsive luciferase reporter cells; activation, % at 5 µM; actives 2.5% (n = 320,000); AID 2796, 2010; in the data active means activation above about 47%;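 further: 0% = vehicle wells and 100% = reference agonist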
# Target sequence (P35869 whole entry, looked up): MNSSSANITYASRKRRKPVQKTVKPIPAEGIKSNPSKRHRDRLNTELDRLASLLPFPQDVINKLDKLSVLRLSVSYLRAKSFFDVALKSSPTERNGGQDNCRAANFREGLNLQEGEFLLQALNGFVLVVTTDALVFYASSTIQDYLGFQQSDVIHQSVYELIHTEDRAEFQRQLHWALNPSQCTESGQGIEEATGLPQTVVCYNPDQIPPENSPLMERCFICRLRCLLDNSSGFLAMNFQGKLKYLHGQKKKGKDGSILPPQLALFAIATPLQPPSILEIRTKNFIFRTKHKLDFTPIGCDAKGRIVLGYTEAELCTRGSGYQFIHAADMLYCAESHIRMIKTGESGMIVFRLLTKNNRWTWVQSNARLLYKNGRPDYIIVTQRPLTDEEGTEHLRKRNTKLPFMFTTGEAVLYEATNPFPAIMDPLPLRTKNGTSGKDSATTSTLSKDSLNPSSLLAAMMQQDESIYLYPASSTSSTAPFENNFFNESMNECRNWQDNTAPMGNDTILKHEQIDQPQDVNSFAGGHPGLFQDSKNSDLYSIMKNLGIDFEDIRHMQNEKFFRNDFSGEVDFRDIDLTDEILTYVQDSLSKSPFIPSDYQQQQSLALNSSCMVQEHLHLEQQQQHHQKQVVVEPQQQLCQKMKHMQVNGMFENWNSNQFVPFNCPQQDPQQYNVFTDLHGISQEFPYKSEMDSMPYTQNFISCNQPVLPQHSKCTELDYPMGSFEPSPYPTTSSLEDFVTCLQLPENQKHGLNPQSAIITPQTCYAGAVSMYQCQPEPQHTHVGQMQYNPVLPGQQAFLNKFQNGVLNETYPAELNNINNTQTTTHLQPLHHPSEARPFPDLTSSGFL
# Efflux pump mplx: inhibitors of Candida efflux pumps in yeast, primary screen, S. cerevisiae, Nile Red, multiplex. inhibition, % at 10 µM. actives 0.44% (n = 330,000). AID 485275, 2010. S. cerevisiae Candida pump triplex;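 active means plate passing quality check with inhibition over a set limit, or well fluorescence over plate mean plus 4 SD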;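 further: Nile Red retained in pooled yeast measured as flow cytometry median fluorescence; 0% = buffer negative control and 100% = Enniatin B positive control; higher means more Nile Red kept so more efflux inhibition; some compounds called inactive have numbers as strong as hits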
# MEP2-GFP yeast: modulators of MEP2-GFP levels in yeast, primary screen, S. cerevisiae, multiplex flow cytometry, MLPCN library. AID 2016, 2009. S. cerevisiae MEP2-GFP strain, 3 h; 100% = DMSO control level. actives 0.51% (n = 330,000). GFP response vs DMSO, % at 10 µM;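 active means GFP response versus DMSO above a set limit, roughly screen mean plus 3 SD, cut at about 180% in these data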;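 further: median GFP fluorescence of the barcode-gated MEP2-GFP cells per well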
# AGP1 TOR yeast: modulators of AGP1-GFP expression in yeast TOR pathway, primary screen, cell-based, multiplex flow cytometry, S. cerevisiae, MLPCN library; 3 h; GFP as percent of DMSO wells; GFP response vs DMSO, % at 10 µM; actives 0.02% (n = 320,000); AID 2066, 2009;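 active means GFP response relative to DMSO above a set limit, near screen average plus 3 SD, cut at about 150% in these data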;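 further: median GFP channel fluorescence of the gated AGP1 strain per well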
# LAP4-GFP MLPCN: modulators of LAP4-GFP expression in yeast, primary screen, S. cerevisiae, multiplex flow cytometry, MLPCN library. actives 0.34% (n = 320,000). GFP response vs DMSO, % at 10 µM. 3 h; median GFP as percent of DMSO wells;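 active means GFP response vs DMSO above a set limit, about the screen mean plus 3 SD, cut at about 150% in these data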
# CIT2 TOR yeast: modulators of CIT2-GFP expression in yeast, primary screen, S. cerevisiae, GFP fusion, multiplex flow cytometry, MLPCN library. S. cerevisiae CIT2-GFP strain, 3 h; 100 means same as DMSO wells. GFP response vs DMSO, % at 10 µM. AID 2029, 2009. actives 0.065% (n = 320,000);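 active means GFP response relative to DMSO above a set limit, near the screen mean plus 3 SD, cut at about 150% in these data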;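 further: ratio of well median GFP fluorescence to mean of DMSO wells on the plate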
# RPL19A-GFP yeast: RPL19A-GFP expression modulators in yeast, primary screen, cell-based, S. cerevisiae, multiplex flow cytometry, MLPCN | actives 0.3% (n = 330,000) | S. cerevisiae RPL19A-GFP strain, 3 h; active compounds read low | percent response vs DMSO, % at 10 µM;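 active means percent response vs DMSO below 50%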;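 further: median channel GFP fluorescence of the barcoded RPL19A-GFP strain; ratio of sample median GFP to plate DMSO average so 100% = DMSO; lower means less RPL19A-GFP as with rapamycin TOR inhibition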
# * marks the source's active call; other numbers are inactive results; . = not tested or not shown.
canonical_smiles	CR mimetic SO	AHR act	Efflux pump mplx	MEP2-GFP yeast	AGP1 TOR yeast	LAP4-GFP MLPCN	CIT2 TOR yeast	RPL19A-GFP yeast
Cc1cccc2c(N=Nc3ccc(S(=O)(=O)Nc4cccc(Cl)c4)cc3[N+](=O)[O-])c(O)[nH]c12	97.8	13.2	0.1	109.3	100.7	93.5	102.2	103.3
O=S(=O)(c1ccc(NC(=S)Nc2ccccc2)cc1)N1CCOCC1	91.5	0.4	0.0	93.8	119.0	98.3	87.9	96.1
Cc1cc(C)cc(OCC(=O)Nc2ccccc2C(=O)N2CCOCC2)c1	89.9	12.3	-0.7	87.6	91.7	88.6	91.0	93.4
Cn1c(CSCc2ccc(F)cc2)nnc1SCC(=O)N1CCN(c2ccccc2)CC1	103.8	2.0	0.1	110.6	103.8	109.3	112.9	101.0
O=Cc1cc2cc3c(cc2nc1Cl)OCCO3	96.7	-1.1	0.0	96.3	108.8	100.4	101.7	101.9
CCn1cc(C(=O)N2CCN(c3ccc(C(C)=O)cc3)CC2)c2cc(OC)c(OC)cc2c1=O	103.3	0.1	0.0	95.8	97.5	107.4	98.1	92.5
CC(C)(C)OC(=O)N1CC=C2C(C#N)=C(N)C(C#N)(C#N)[C@H](c3cccnc3)[C@H]2C1	91.9	3.3	-0.1	89.8	106.8	89.7	99.7	96.4
Cc1cc(-c2nnc(SCC(=O)Nc3ccccc3C(F)(F)F)n2N)n[nH]1	88.7	-0.8	-0.2	103.4	94.0	92.4	104.5	96.3
O=C(Nc1cccc2c1N(C(=O)c1ccco1)CCC2)c1ccco1	90.5	2.9	-0.2	100.6	108.2	103.7	107.0	103.2
Cc1nc2cc(NS(=O)(=O)c3cccc4cccnc34)ccc2s1	99.9	6.4	0.2	109.2	109.5	93.5	107.9	105.2
CCN1c2ccccc2-c2nc3ccccc3n2C1c1ccncc1 (configuration not stated)	82.1	11.1	0.2	91.5	.	94.0	89.6	91.5
CCOc1ccc(N(C(=O)CNC(=O)c2ccco2)C(C(=O)NC2CCCC2)c2cccnc2)cc1 (configuration not stated)	100.0	0.6	0.1	102.6	102.2	98.0	108.1	101.8
CC(C)c1ccc(NC(=O)CCc2ccccc2)cc1	105.1	9.2	0.6	93.7	90.8	98.1	84.5	100.4
Cc1ccccc1C(=O)NNC(=O)Cc1ccccc1	94.3	-1.1	0.0	108.8	109.5	110.8	107.1	103.9
O=C(COc1ccccc1)NC(=S)Nc1ccc2c(c1)Cc1ccccc1-2	105.9	-2.9	-0.1	102.2	100.8	100.3	104.0	105.0
CNc1oc(/C=C/c2ccccc2)nc1C#N	94.2	135.7*	0.1	94.7	85.8	109.2	93.5	101.9
COc1ccc(C(C)=O)cc1COC(=O)c1cnc(C)cn1	101.0	-1.3	0.0	109.2	109.1	108.2	107.0	107.6
CCNC(=O)Nn1c(-c2ccccc2)nc2ccccc2c1=O	104.5	6.9	0.0	110.1	108.8	112.2	106.4	107.6
CC1(C)NC(=O)N(CCOc2cccc(Oc3ccccc3)c2)C1=O	94.1	2.8	0.0	95.8	98.5	93.9	101.8	95.7
Cn1cc(C(=O)N/N=C/c2cccc([N+](=O)[O-])c2)c2ccccc21	102.3	98.7*	-0.1	94.0	102.1	103.2	101.9	93.3
O=C(NCc1cccs1)C1CCCN1C(=O)Nc1cccc(Cl)c1 (configuration not stated)	110.7	-1.2	-0.1	106.4	109.6	104.3	98.5	97.7
Cc1ccc(NC(=O)CSc2nc(-c3ccco3)nc3cc(=O)[nH]n23)c(Cl)c1	100.2	0.9	-0.7	100.5	108.1	108.2	105.6	103.8
COCCNc1nc(N)c([N+](=O)[O-])c(NC2CCCCC2)n1	94.8	1.8	-0.1	95.6	94.4	.	93.3	88.7
CCN1CCN(C(CNS(=O)(=O)c2ccc(F)cc2)c2cccnc2)CC1 (configuration not stated)	102.0	2.1	0.3	108.3	104.4	95.7	154.1*	98.7
Cc1cnc(C(=O)OCC(=O)Nc2sc3c(c2C#N)CCC3)cn1	99.0	4.0	0.0	92.6	106.7	99.6	101.6	91.9

# Record cards (already shown):
# Cc1cc(C)cc(OCC(=O)Nc2ccccc2C(=O)N2CCOCC2)c1 across the screens: CR mimetic SO = 89.9; AHR act = 12.3; Efflux pump mplx = -0.7; MEP2-GFP yeast = 87.6; AGP1 TOR yeast = 91.7; LAP4-GFP MLPCN = 88.6; CIT2 TOR yeast = 91.0; RPL19A-GFP yeast = 93.4
# O=C(COc1ccccc1)NC(=S)Nc1ccc2c(c1)Cc1ccccc1-2 across the screens: CR mimetic SO = 105.9; AHR act = -2.9; Efflux pump mplx = -0.1; MEP2-GFP yeast = 102.2; AGP1 TOR yeast = 100.8; LAP4-GFP MLPCN = 100.3; CIT2 TOR yeast = 104.0; RPL19A-GFP yeast = 105.0
# CC1(C)NC(=O)N(CCOc2cccc(Oc3ccccc3)c2)C1=O across the screens: CR mimetic SO = 94.1; AHR act = 2.8; Efflux pump mplx = 0.0; MEP2-GFP yeast = 95.8; AGP1 TOR yeast = 98.5; LAP4-GFP MLPCN = 93.9; CIT2 TOR yeast = 101.8; RPL19A-GFP yeast = 95.7

# Carrying on:
# The line under a structure holds: CR mimetic SO | AHR act | Efflux pump mplx | MEP2-GFP yeast | AGP1 TOR yeast | LAP4-GFP MLPCN | CIT2 TOR yeast | RPL19A-GFP yeast
> Cc1ccc(NC(=O)CN(C)C(=O)COC(=O)[C@@H](NC(=O)c2ccccc2F)C(C)C)cc1
    91.7 | 15.0 | 0.0 | 119.5 | 107.8 | 107.5 | 93.1 | 99.5
> CCC1(CC)NC(=O)N(Cc2nc3ccccc3s2)C1=O
    92.3 | 5.0 | 0.0 | 111.6 | 104.1 | 97.7 | 105.3 | 103.9
> COc1ccc2sc(N(CCCN(C)C)C(=O)c3ccc(S(=O)(=O)N(C)Cc4ccccc4)cc3)nc2c1
    96.9 | -7.8 | 0.3 | 112.5 | 101.8 | 104.5 | 109.3 | 102.5
> COc1ccc(C2c3c(oc4ccccc4c3=O)C(=O)N2Cc2ccncc2)cc1OC (configuration not stated)
    108.2 | 3.1 | -0.1 | 108.2 | 93.5 | 104.2 | 99.3 | 94.5
> O=C(Nc1ccc2c(c1)OCCO2)C1CCN(S(=O)(=O)c2ccccc2)CC1
    94.2 | 4.0 | -0.2 | 96.7 | 101.1 | 98.9 | 97.0 | 94.3
> Cc1ccc(C)c(NC(=O)C2CC(=O)N(C(C)C)C2)c1 (configuration not stated)
    103.7 | 13.7 | 0.0 | 96.9 | 104.3 | 97.8 | 105.7 | 105.6
> CCOCCCNC(=O)c1ccc2c(c1)ncn2-c1ccc(CC)cc1
    108.2 | 1.2 | -0.2 | 100.2 | 95.0 | 89.9 | 108.3 | 102.1
> O=C1CC(c2ccccc2Br)c2cc3c(cc2N1)CCC3 (configuration not stated)
    139.6 | 3.0 | 0.4 | 106.4 | 108.3 | 105.8 | 88.9 | 98.7
> O=C(NN1C(=O)/C(=C/c2cccc(O)c2)SC1=S)c1ccccc1O
    84.2 | 4.2 | -0.1 | 87.0 | 79.4 | 83.0 | 92.2 | 91.5
> COc1cccc(OCC(=O)Nc2ccncc2)c1
    99.3 | 2.9 | -0.3 | 113.9 | 97.8 | 96.8 | 104.5 | 105.4
> CCCCCCCCCCCCN1[C@@H](CC(C)=O)c2cc(F)cc(F)c2S1(=O)=O
    99.0 | 3.4 | -0.1 | 103.0 | 88.8 | 92.8 | 94.9 | 88.8
> CCn1c(CCNC(=O)c2cccs2)nnc1SCC(=O)Nc1cccc(Cl)c1
    96.5 | 3.8 | 0.0 | 91.1 | 107.5 | 81.1 | 91.5 | 97.5
> COc1ccc(N=Cc2c(C)[nH][nH]c2=O)cc1
    123.7 | 9.1 | -0.1 | 100.7 | 102.7 | 92.7 | 100.5 | 102.4
> COc1cccc(OC)c1OC(=O)/C=C/c1ccc(C)o1
    101.3 | 0.2 | 0.0 | 98.6 | 90.7 | 105.5 | 91.8 | 95.9
> CCn1c(P(C)(=O)O)nc2cc(NC(=O)c3ccccc3Cl)ccc21
    104.9 | 3.1 | 0.0 | 109.1 | 99.1 | 97.8 | 103.6 | 104.3
> Cc1c(NC(=O)CSc2nnc(C(C)Oc3ccc(Cl)cc3)n2-c2ccccc2)c(=O)n(-c2ccccc2)n1C (configuration not stated)
    94.9 | -0.4 | 0.1 | 106.1 | 104.5 | 104.1 | 100.4 | 96.6
> O=c1oc(-c2cccs2)nc2ccccc12
    97.7 | 3.1 | 0.0 | 101.2 | 100.3 | 99.3 | 115.0 | 102.0
> CN1C(=O)[C@H](Cc2ccc([N+](=O)[O-])cc2)NC1=S
    105.6 | -5.3 | 0.3 | 103.5 | 93.0 | 103.2 | 85.0 | 103.4
> Cn1c(CNS(=O)(=O)c2ccc(Br)cc2)n[nH]c1=S
    98.5 | 1.4 | 0.0 | 99.0 | 92.9 | 98.3 | 94.5 | 96.7
> O=C(CCCN1C(=O)c2cccnc2Oc2ccc(Cl)cc21)N1CCCCC1
    106.0 | 2.2 | -0.2 | 102.2 | 108.9 | 110.0 | 102.2 | 99.9
> COCCNC(=O)CSCc1cc(C)cc(C)c1
    87.7 | 7.5 | 0.0 | 105.4 | 103.0 | 93.3 | 99.2 | 101.5
> CC1=C(C(=O)Nc2ccccc2)C2(CCCCC2)C(C#N)=C(SCC(N)=O)N1
    100.9 | -2.4 | -0.1 | 99.5 | 100.3 | 96.2 | 101.2 | 97.8
> CC1CCCCC1NC(=O)CN1CCC(O)(c2ccc3c(c2)OCO3)CC1 (configuration not stated)
    97.4 | 0.1 | 0.2 | 100.3 | 98.9 | 102.1 | 97.8 | 95.7
> c1ccc(-n2nnnc2-c2cnc(-c3cccnc3)nc2-c2cccs2)cc1
    105.7 | -14.6 | 0.0 | 97.7 | 98.1 | 102.3 | 93.0 | 96.9
> COc1ccc(-c2csc3ncnc(N4CCN(c5ccccc5Cl)CC4)c23)cc1
    97.4 | 3.9 | 0.0 | 99.7 | 95.1 | 102.4 | 91.3 | 97.6
> Cc1nnc(-c2cccc(Br)c2)c2cn(-c3ccc(Br)cc3)nc12
    87.1 | 89.2* | 0.0 | 108.1 | 99.6 | 114.6 | 97.7 | 98.7
> FC(F)(F)c1ccc(Cl)c(-n2c(-c3cc(C4CC4)[nH]n3)n[nH]c2=S)c1
    101.5 | 43.4 | 0.1 | 107.5 | 93.4 | 101.7 | 99.5 | 101.7
> Cc1nn(C(C)C(=O)O)c2ccccc12 (configuration not stated)
    95.7 | 1.1 | 0.1 | 103.5 | 105.2 | 100.1 | 104.2 | 100.7
> O=C(CC12CC3CC(CC(C3)C1)C2)NC(=S)NCc1ccccc1
    83.9 | -0.5 | -0.4 | 98.6 | 102.8 | 96.4 | 97.3 | 99.0
> Cc1c(NC(=O)c2c(N)n(-c3ccccc3)c3nc4ccccc4nc23)c(=O)n(-c2ccccc2)n1C
    113.4 | -4.2 | -0.2 | 102.4 | 102.6 | 104.9 | 88.6 | 105.2
> Cc1ccccc1NC(=O)COC(=O)c1c(-c2ccccc2)noc1C
    114.0 | 0.9 | -0.2 | 98.2 | 93.9 | 102.8 | 94.1 | 95.5

# Compound activity as filed in PubChem BioAssay.
